# Fam108B inh: mouse Fam108B serine hydrolase inhibitors, primary screen, counter-screen for RBBP9 inhibitor project, biochemical, fluorescence polarization | AID 1947, 2009 | actives 0.33% (n = 300,000) | recombinant Fam108B, FP-Rh probe fluorescence polarization | inhibition, % at 9.51 µM;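 active = inhibition above the screen mean inhibition plus 3 SD, computed separately per campaign, cut at about 18% in these data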;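 also: inhibitors lower polarization as less probe binds the enzyme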
# MCL1 BIM primary: inhibitors of MCL1 binding to BIM-BH3, primary screen, biochemical, fluorescence polarization | Induced myeloid leukemia cell differentiation protein Mcl-1 (Homo sapiens), Q07820 | GST-MCL1 / FITC-Bim-BH3 fluorescence polarization | inhibition, % at 10.9 µM | actives 0.68% (n = 320,000) | AID 2057, 2009;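 active = inhibition above the mean inhibition of all tested compounds plus 3 SD, set per campaign, cut at about 40% in these data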;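 also: 0% = DMSO wells and 100% = unlabeled Bim-BH3 peptide control; higher means more loss of mP so more displacement of Bim peptide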
# Target sequence (Q07820 whole entry, looked up): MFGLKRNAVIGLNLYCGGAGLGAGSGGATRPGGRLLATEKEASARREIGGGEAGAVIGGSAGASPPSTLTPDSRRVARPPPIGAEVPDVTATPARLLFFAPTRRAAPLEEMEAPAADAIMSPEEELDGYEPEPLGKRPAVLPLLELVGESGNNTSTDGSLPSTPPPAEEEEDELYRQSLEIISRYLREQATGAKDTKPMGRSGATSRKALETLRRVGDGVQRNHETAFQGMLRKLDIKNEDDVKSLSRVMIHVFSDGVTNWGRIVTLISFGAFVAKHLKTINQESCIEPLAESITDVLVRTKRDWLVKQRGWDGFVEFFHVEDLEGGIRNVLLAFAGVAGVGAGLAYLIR
# MEX-5 binding: MEX-5 zinc finger RNA-binding disruptors – biochemical, C. elegans, fluorescence polarization, MLPCN library, primary screen | Zinc finger protein mex-5 (Caenorhabditis elegans), Q9XUB2 | MEX-5/FITC-TCR2 RNA binding; stronger effect = lower value | activity score (negative = inhibition of binding), % at 10 µM | actives 0.38% (n = 300,000) | AID 1832, 2009;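 active = inhibition past about -25% in most replicates, and total fluorescence under double the plate's negative control median, limit read from the data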;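 also: 0% = DMSO and -100% = 5 µM competing unlabeled TCR2 RNA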
# VLA-4 inh: inhibition in human VLA-4 binding assay, primary screen, VLA-4 allosteric modulator project, MLPCN library, flow cytometry, VLA-4 expressing cells. ligand binding flow cytometry. inhibition, % (about 7 µM as worked out from the volumes in the protocol). actives 0.2% (n = 330,000). Integrin alpha-4 (Homo sapiens), P13612; in the data active = inhibition above about 50%
# PME-1 inh: PME-1 inhibitors via competitive probe labeling, primary screen, biochemical, fluorescence polarization, FP-Rh probe, HTS. Protein phosphatase methylesterase 1 (Homo sapiens), Q9Y570. recombinant PME-1. inhibition, % at 5.9 µM. actives 0.53% (n = 320,000). AID 2130, 2009;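 active = inhibition above the campaign mean of all compounds plus 3 SD, cut at about 26% in these data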;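 also: competitive labeling of PME-1 active site by serine hydrolase directed probe; 0% = PME-1 with DMSO and 100% = wells lacking PME-1 enzyme; inhibitors block probe labeling so polarization falls and inhibition rises; many of its hits are not listed in these tables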
# Efflux pump mplx: inhibitors of Candida efflux pumps in yeast, primary screen, S. cerevisiae, Nile Red, multiplex | S. cerevisiae Candida pump triplex | inhibition, % at 10 µM | actives 0.44% (n = 330,000);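 active = plate passing quality check with inhibition over a set limit, or well fluorescence over plate mean plus 4 SD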;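 also: Nile Red retained in pooled yeast measured as flow cytometry median fluorescence; 0% = buffer negative control and 100% = Enniatin B positive control; higher means more Nile Red kept so more efflux inhibition; some compounds called inactive have numbers as strong as hits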
# GLD-1 RNA inh: GLD-1/TGE RNA complex disruptors, primary screen, biochemical, fluorescence polarization; actives 0.44% (n = 320,000); purified GLD-1 + fluorescein TGE RNA; AID 2280, 2010; inhibition, % at 5.96 µM;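 active = percent inhibition above a per-plate cutoff, the plate mean of test compounds plus 3 SD, cut at about 30% in these data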;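 also: 0% = DMSO wells with GLD-1 and probe and 100% = wells lacking GLD-1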
# Target sequence (Q17339 whole entry, looked up): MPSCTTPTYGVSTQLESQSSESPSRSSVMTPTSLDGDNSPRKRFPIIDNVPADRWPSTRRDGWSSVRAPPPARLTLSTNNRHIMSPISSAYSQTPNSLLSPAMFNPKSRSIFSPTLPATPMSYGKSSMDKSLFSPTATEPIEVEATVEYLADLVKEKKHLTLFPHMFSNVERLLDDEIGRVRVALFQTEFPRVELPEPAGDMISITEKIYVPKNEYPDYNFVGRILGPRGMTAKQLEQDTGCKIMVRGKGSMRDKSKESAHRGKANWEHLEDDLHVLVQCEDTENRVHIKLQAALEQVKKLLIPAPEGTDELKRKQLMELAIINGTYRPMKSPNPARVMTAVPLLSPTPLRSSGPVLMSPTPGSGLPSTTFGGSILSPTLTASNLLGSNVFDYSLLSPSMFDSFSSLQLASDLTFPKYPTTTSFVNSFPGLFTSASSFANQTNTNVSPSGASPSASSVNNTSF
# GRK2 aptamer HTS: compounds blocking aptamer binding on GRK2 – biochemical, human GRK2, bead flow cytometry, HTS, primary screen | Beta-adrenergic receptor kinase 1 (Homo sapiens), P25098 | inhibition of aptamer binding, % at 10 µM | FAM-aptamer displacement from GRK2 | actives 0.59% (n = 330,000) | AID 488847, 2010;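 active = inhibition of aptamer binding above 40%, roughly 3 SD of noise, on plates passing a quality check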;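 also: median bead fluorescence of bound FAM aptamer so fluorescent compounds give negative values; no value below 0 was filed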
# Bcl-xL primary: inhibitors of human Bcl-xL, primary screen, biochemical, fluorescence polarization, HTS; AID 2129, 2009; GST-Bcl-xL / FITC-Bim BH3 peptide fluorescence polarization; Bcl-2-like protein 1 (Homo sapiens), Q07817; inhibition, % at 10.9 µM; actives 0.7% (n = 320,000);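 active = inhibition above the mean of all tested compounds plus 3 SD, cutoff set per campaign, cut at about 30% in these data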;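 also: 0% = DMSO wells and 100% = unlabeled Bim-BH3 peptide competitor; inhibitors lower millipolarization by displacing the labeled peptide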
# Target sequence (Q07817 whole entry, looked up): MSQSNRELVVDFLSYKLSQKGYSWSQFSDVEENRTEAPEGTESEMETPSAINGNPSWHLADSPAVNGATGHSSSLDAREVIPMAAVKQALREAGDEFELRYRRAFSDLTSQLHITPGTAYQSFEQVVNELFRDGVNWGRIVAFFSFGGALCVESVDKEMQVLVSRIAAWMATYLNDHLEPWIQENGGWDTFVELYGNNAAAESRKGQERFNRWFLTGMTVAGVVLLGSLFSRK
# Numbers without * were called inactive; / = no result given. Only part of the results is shown, so the mix of outcomes need not match the whole.
SMILES,Fam108B inh,MCL1 BIM primary,MEX-5 binding,VLA-4 inh,PME-1 inh,Efflux pump mplx,GLD-1 RNA inh,GRK2 aptamer HTS,Bcl-xL primary
CCN1CCN(C(=O)c2cc(COc3c(C)cccc3C)on2)CC1,0,-4,-3.0,18,-1,0.1,-5,0,2
C=CCn1c(Cc2cccc3ccccc23)n[nH]c1=S,-1,-19,2.8,2,-2,-0.1,3,1,-19
Cc1cc(C)nc(N2CCC(C(=O)NCc3ccco3)CC2)n1,0,0,3.4,5,0,-0.1,6,2,2
CN(C(=O)CSc1nnc(-c2c[nH]c3ccccc23)n1C1CC1)C1CCS(=O)(=O)C1 (stereo not given),/,-2,/,-7,5,0.0,2,0,-3
CC(C(=O)OCC(=O)c1cccc([N+](=O)[O-])c1)N1C(=O)C2C3C=CC(C3)C2C1=O (stereo not given),-2,-3,1.0,-11,-1,-0.9,-2,0,4
O=C1C(=O)N(Cc2ccncc2)C(c2cccc(O)c2)/C1=C(\O)c1ccc2c(c1)OCCO2 (stereo not given),-3,1,-0.2,-14,-5,1.4,9,0,8
CC(C)(C)N1OC2CC1c1nc3ccccc3n1C2 (stereo not given),4,9,1.7,5,5,0.0,3,0,7
COc1c(C)cc(Br)cc1C(=O)Nc1cccc(-c2nc3ncccc3o2)c1,-14,-3,-1.1,32,-5,0.0,-1,1,-34
Cc1c(C(=O)N(Cc2nccn2C)C(C)C)oc2c(F)cccc12,-1,1,0.9,-1,-7,-0.1,8,2,0
O=C(CNC(=S)N(CCCN1CCOCC1)Cc1cccs1)NC1CCCC1,2,11,3.2,1,4,-0.2,1,3,5
CC1(C)CC(=O)C(C=NCCN2CCN(CCCCS(=O)(=O)O)CC2)=C(O)C1,-3,4,-3.2,-2,2,0.0,16,0,6
COc1cc(CCC(=O)OCC(=O)Nc2ccccc2OC(F)F)cc(OC)c1OC,0,-3,2.1,4,2,0.1,-4,0,-5
COC(=O)c1ccc(COc2ccc(/C=N/O)cc2)o1,-2,1,-1.8,-10,-4,0.1,0,1,2
COc1cc(O)c(C(CCN2CCCC(C)C2)c2cc(OC)c(OC)c(OC)c2)c(OC)c1 (stereo not given),1,5,-2.2,-3,-2,0.0,0,2,3
CC[C@@H]1CC=C[C@H]2[C@H]1C(=O)N(Cc1ccccc1)[C@H]2c1ccc(OC)c(Cl)c1,0,14,2.6,10,0,0.0,4,1,7
Cc1ccc(C23CC4CC(CC(CC(=O)NC(C)(C)CO)(C4)C2)C3)cc1,3,-6,1.7,7,0,3.2,0,1,3
CCc1ccc(NS(=O)(=O)c2cc3c4c(c2)CCN4C(=O)CC3)cc1,-2,2,0.2,16,9,-0.1,-4,1,5
CC1CCCCN1C(=O)Cn1c(=O)n(C2CCCCC2)c(=O)c2ccccc21 (stereo not given),2,-3,-1.8,12,1,-0.1,-2,0,-2
O=C(Cc1ccc2c(c1)OCCO2)c1c(O)cc(O)cc1O,3,7,-0.1,22,-6,0.0,4,1,8
CCOc1ccc(C(Nc2ccc(C)cc2)P2(=O)OCCC(C)O2)cc1 (stereo not given),0,7,3.5,-2,-5,0.0,2,2,4
O=C(C[n+]1cc(-c2ccccc2)n2c1CCC2)Nc1nc(-c2ccc(F)cc2)cs1,2,1,3.4,34,7,0.3,0,0,2
O=C1NN(c2ccccc2)C(=O)/C1=C\c1cccc(OC(=O)c2cccs2)c1,4,24,-2.3,-2,9,-0.1,-3,1,19
S=C(NCCc1ccccc1)NCC1CCCO1 (stereo not given),-4,8,-1.0,17,-8,0.5,1,0,6
CCOc1cc(/C=C2\SC(=S)N(C(C(=O)O)c3ccccc3)C2=O)ccc1O (stereo not given),-138,-22,45,-1,-260,0.5,-54,5,-15

# Some of the entries above in another layout:
# Each structure is followed by: Fam108B inh | MCL1 BIM primary | MEX-5 binding | VLA-4 inh | PME-1 inh | Efflux pump mplx | GLD-1 RNA inh | GRK2 aptamer HTS | Bcl-xL primary
CCc1ccc(NS(=O)(=O)c2cc3c4c(c2)CCN4C(=O)CC3)cc1
→ -2 | 2 | 0.2 | 16 | 9 | -0.1 | -4 | 1 | 5
COC(=O)c1ccc(COc2ccc(/C=N/O)cc2)o1
→ -2 | 1 | -1.8 | -10 | -4 | 0.1 | 0 | 1 | 2
CC[C@@H]1CC=C[C@H]2[C@H]1C(=O)N(Cc1ccccc1)[C@H]2c1ccc(OC)c(Cl)c1
→ 0 | 14 | 2.6 | 10 | 0 | 0.0 | 4 | 1 | 7
COc1cc(O)c(C(CCN2CCCC(C)C2)c2cc(OC)c(OC)c(OC)c2)c(OC)c1 (stereo not given)
→ 1 | 5 | -2.2 | -3 | -2 | 0.0 | 0 | 2 | 3
S=C(NCCc1ccccc1)NCC1CCCO1 (stereo not given)
→ -4 | 8 | -1.0 | 17 | -8 | 0.5 | 1 | 0 | 6
O=C(C[n+]1cc(-c2ccccc2)n2c1CCC2)Nc1nc(-c2ccc(F)cc2)cs1
→ 2 | 1 | 3.4 | 34 | 7 | 0.3 | 0 | 0 | 2
O=C(Cc1ccc2c(c1)OCCO2)c1c(O)cc(O)cc1O
→ 3 | 7 | -0.1 | 22 | -6 | 0.0 | 4 | 1 | 8

# The list goes on:
SMILES,Fam108B inh,MCL1 BIM primary,MEX-5 binding,VLA-4 inh,PME-1 inh,Efflux pump mplx,GLD-1 RNA inh,GRK2 aptamer HTS,Bcl-xL primary
CCOc1ccc(OCCC(=O)N2CCN(S(=O)(=O)c3ccc(OCC)cc3)CC2)cc1,2,-8,-3.2,-8,3,0.4,1,5,-4
CCN(CC)CCN(C(=O)c1ccc(Br)s1)c1nc2cc3c(cc2s1)OCO3,-1,-1,-3.1,-313,2,0.1,6,0,6
Nn1c(SCc2ccc(Br)cc2)nnc1-c1ccncc1,0,-12,-0.5,16,-2,-0.1,-4,0,-3
O=C(c1ccc(Cl)cc1)N1CCC(O)(CSc2ccc(Cl)cc2Cl)CC1,-9,2,-0.8,9,5,0.2,5,0,2
Cc1ccc(OC(=O)c2ccc(C)c(C)c2)cn1,3,10,0.2,1,3,-0.1,3,0,7
O=C(NCCCn1ccnc1)/C(=C/c1ccc(F)cc1)NC(=O)c1ccccc1,6,-1,3.0,-4,-11,-0.3,4,0,-3
O=c1oc2c(CN3CCOCC3)c(O)ccc2c2ccccc12,0,5,-0.9,3,10,0.1,-1,0,0
CCOC(=O)C1CCN(Cc2ccc(N(C)C)cc2)CC1,2,4,/,5,3,0.0,9,1,7
O=C(O)CCCCCNc1nc2ncn(Cc3ccccc3)c2c(=O)[nH]1,-3,-4,-2.9,16,-5,0.1,7,0,4
C/C(CCc1ccc2c(c1)OCO2)=N\N=C1\NC(=O)CC(C(=O)Nc2ccccc2F)S1 (stereo not given),1,1,-1.4,1,-1,0.0,3,1,4
CN(C)S(=O)(=O)c1ccc(C(=O)Nc2ccc3c(c2)CCC3)cc1,-1,-6,2.1,27,-8,-0.2,2,1,3
CCN(CCNC(=O)C1CCCN(S(=O)(=O)c2cnc[nH]2)C1)c1ccccc1 (stereo not given),2,5,-4.3,21,3,0.2,8,0,0
FC(F)(F)c1nnc2c(Sc3ccccn3)nc3ccccc3n12,-2,2,3.9,8,14,0.1,8,0,12
Oc1ccccc1/C=N/Nc1ccnc(SCc2ccccc2)n1,-5,9,/,-2,2,0.4,7,0,11
CCc1ccccc1Nc1nc2ccccc2[nH]1,1,-1,1.7,12,-1,-0.1,6,0,-4
O=C(O)c1c2c(nc3ccc(S(=O)(=O)N4CCC(C(=O)NC5CCCC5)CC4)cc13)CCCCC2,0,2,3.7,-3,-3,0.2,4,2,5
OC(COc1ccc(Cl)cc1)CN1CCC(Cc2ccccc2)CC1 (stereo not given),0,1,-0.5,13,-1,0.3,-3,0,8
Cc1ccc(-n2cc(CNCCc3ncc(C)[nH]3)c(-c3ccc(F)cc3)n2)cc1,0,3,-3.3,10,-3,-0.2,15,0,8
COc1ccccc1OC(C)C(=O)Nc1ccccc1C(=O)NCC1CCCO1 (stereo not given),5,-6,1.6,3,0,-0.1,-6,0,1
S=C(NCCCN1CCOCC1)NC1CCCC1,1,14,-1.2,9,-3,-0.1,-1,0,8
CCn1c(SCC(=O)N2CCCC(C)C2)nc2c1c(=O)n(C)c(=O)n2C (stereo not given),0,-2,0.9,7,-3,0.4,-1,0,-4
C(/CCc1ccccc1)=N\n1cnnc1,-6,-9,1.8,-3,-8,0.1,8,0,-1
Fc1ccc(Nc2nc(N3CCOCC3)nc(N3CCOCC3)n2)cc1Cl,-3,4,-1.6,5,6,-0.3,-8,0,-2
COc1ccc(S(=O)(=O)N2CCN(c3ccccc3OC)CC2)cc1,0,11,-1.6,-8,0,0.0,3,3,8
Cc1nn(-c2ccccc2)c(C)c1/C=N/NC(=O)c1cc(-c2ccc(Br)s2)[nH]n1,-59,5,0.0,1,-88,0.2,0,4,1
O=S(=O)(c1ccc(Cl)cc1)N1CCC2(CC1)CO2,0,-11,3.2,-17,0,0.3,-1,3,-2
CCOC(=O)Oc1ccc2oc(=O)cc(C)c2c1,-4,0,2.3,10,-6,0.0,5,0,2
O=C(C[n+]1ccccc1)N/N=C/c1cc(Br)cc(Br)c1O,-2,13,-3.4,12,-2,0.4,-1,0,6
O=C(CN(Cc1ccccc1)C(=O)c1cccc([N+](=O)[O-])c1)Nc1c(Cl)cc(Cl)cc1Cl,-5,2,0.8,-8,-4,0.1,-3,0,3
Cc1cc(C)nc(-n2nc(C)c3c(C(F)(F)F)cc(=O)[nH]c32)n1,0,-4,-1.6,-22,0,0.0,3,1,3
COc1ccc(CCN2CC3=C(C2=O)C(c2ccccc2)NC(=O)N3C)cc1OC (stereo not given),-1,3,2.2,11,2,0.0,4,0,2
O=C(O)c1ccccc1P(=O)(c1ccccc1)c1ccccc1,-2,-2,-1.6,10,3,-0.4,0,3,3
NC(=O)c1ccc(NCc2ccco2)c([N+](=O)[O-])c1,-3,3,-0.8,5,-5,0.3,2,3,-2
CC1CCCN(C(=O)c2cc(F)c(F)cc2Cl)C1 (stereo not given),0,3,2.3,0,-4,-0.1,-1,0,0
CC(CCc1ccc(O)cc1)NCCC(c1ccccc1)c1ccccc1 (stereo not given),2,5,-3.5,-2,3,0.1,-5,0,5

# High-throughput results as filed in PubChem BioAssay.
